ATG4B inhibitor: inhibitors of human ATG4B cysteine protease. ATG4B cleavage of LC3-PLA2, NBD-HPC fluorescence, 1 h. inhibition, % at 8.33 µM. actives 0.51% (n = 340,000). AID 504462; in the data active = inhibition above about 40%
Target sequence (Q9Y4P1 whole entry, looked up): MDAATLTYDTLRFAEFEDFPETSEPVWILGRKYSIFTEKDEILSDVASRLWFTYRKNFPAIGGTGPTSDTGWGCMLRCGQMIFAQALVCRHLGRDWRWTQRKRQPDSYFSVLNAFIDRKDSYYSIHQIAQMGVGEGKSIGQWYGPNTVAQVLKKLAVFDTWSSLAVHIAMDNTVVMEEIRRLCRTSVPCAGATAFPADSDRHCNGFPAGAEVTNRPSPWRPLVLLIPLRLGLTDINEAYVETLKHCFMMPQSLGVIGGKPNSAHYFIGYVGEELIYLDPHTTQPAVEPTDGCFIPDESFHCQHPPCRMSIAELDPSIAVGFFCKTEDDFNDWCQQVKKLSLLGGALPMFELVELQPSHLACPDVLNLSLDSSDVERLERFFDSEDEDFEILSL
GRIN3A LBD mod: modulates the human NR3A ligand-binding domain; AID 1259313; NR3A LBD differential scanning fluorimetry, Tm shift; 0% = protein alone, 100% = glycine-bound protein; Tm shift relative to glycine control, % at 25 µM; actives 2.5% (n = 340,000);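 active = melting temperature shift of at least 10% of the positive control shift, at one fixed dose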
PfG6PD inh: PfG6PD (Plasmodium falciparum) enzyme inhibition; inhibition, % at 20 µM; AID 504690; actives 0.78% (n = 350,000); PfGluPho enzyme, NADPH resazurin-diaphorase fluorescence;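 active = inhibition reaching at least a set limit at 20 µM in the primary screen, cut at about 59% in these data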;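 note: 0% = DMSO wells with substrate and 100% = DMSO wells lacking glucose-6-phosphate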
SENP8 inh: blocks human SENP8 cleavage of Nedd8 substrate; recombinant SENP8, Nedd8 substrate fluorescence; Q96LD8; AID 602440; inhibition, % at 20 µM; actives 0.64% (n = 360,000); in the data active = inhibition mostly above about 40%, no sharp cut-off; inactive = mostly below about 27%
SENP6 inh: blocks the human protease SENP6. actives 1.8% (n = 330,000). Q9GZR1. inhibition, % at 10 µM. AID 2599. Recombinant SENP6 catalytic domain, aminoluciferin luminescence;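 active = inhibition above about 50% at the single tested dose, limit read from the data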;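 note: plate controls were DMSO wells with enzyme for no effect and DMSO wells lacking enzyme for full effect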
MPTP block: inhibitors of mitochondrial permeability transition pore; isolated mouse mitochondria, Ca2+ swelling absorbance, 30 min; inhibition, % at 10 µM; actives 1.4% (n = 360,000); AID 602449;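 active = inhibition of 50% or more, scaled per plate between neutral and stimulator controls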;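 note: 0% = DMSO wells given calcium and 100% = 1 mM EGTA wells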
hIAP activ: increases human intestinal alkaline phosphatase activity; P09923; purified human IAP, CDP-Star luminescence, 30 min; active compounds read high; 1 = vehicle-only enzyme, 0 = enzyme-free background; activation factor at 10 µM; actives 0.16% (n = 330,000); AID 2524;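 active = activation factor of the enzyme at least 2-fold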; note: the source names both 10 and 20 µM as test concentration; values of inactives mirror those of a sister screen read the other way
Target sequence (P09923 whole entry, looked up): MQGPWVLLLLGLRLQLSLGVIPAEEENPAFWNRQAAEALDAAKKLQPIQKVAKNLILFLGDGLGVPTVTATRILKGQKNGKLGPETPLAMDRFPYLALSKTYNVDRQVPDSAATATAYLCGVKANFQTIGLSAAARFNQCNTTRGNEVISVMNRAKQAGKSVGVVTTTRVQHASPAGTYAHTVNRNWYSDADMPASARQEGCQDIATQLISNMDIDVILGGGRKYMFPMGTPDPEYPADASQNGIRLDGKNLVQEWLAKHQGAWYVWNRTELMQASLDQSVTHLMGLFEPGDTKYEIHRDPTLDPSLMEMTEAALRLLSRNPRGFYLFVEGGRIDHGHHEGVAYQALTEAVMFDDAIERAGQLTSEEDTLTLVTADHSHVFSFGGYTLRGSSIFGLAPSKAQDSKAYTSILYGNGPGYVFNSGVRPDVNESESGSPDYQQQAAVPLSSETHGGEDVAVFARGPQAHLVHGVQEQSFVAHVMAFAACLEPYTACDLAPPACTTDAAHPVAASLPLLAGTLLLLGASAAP
SENP1 FRET inh: inhibitors of human SENP1 SUMO protease catalytic domain | Q9P0U3 | recombinant SENP1 catalytic domain, CyPet-SUMO1-YPet FRET cleavage | inhibition, % at 10 µM | actives 0.21% (n = 360,000);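 active = inhibition at least 30% at 10 µM, raw YFP signal under a set limit, fluorescence ratio 0.5 to 1.5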;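 note: 0% = enzyme with DMSO and 100% = no enzyme wells; some results filed as inactive read as strong as hits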
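material = recombinant human SENP1 catalytic domain, His6-tagged | quantity = 20 pM enzyme | reagent = 25 nM SUMO1 FRET substrate | compound dosing = 10 µM single point, 0.5% DMSO | timing = 50 min enzyme reaction, room temperature, light-protected | detection = FRET, CFP and YFP emission | control set = no-enzyme low, enzyme-DMSO high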
Numbers without * were called inactive; / = no result given. Random draw from the library, and some 6.7% of all compounds hit somewhere here.

SMILES	ATG4B inhibitor	GRIN3A LBD mod	PfG6PD inh	SENP8 inh	SENP6 inh	MPTP block	hIAP activ	SENP1 FRET inh
COc1ccc(-c2nn(-c3ccccc3)cc2C(=O)NC2CC2)cc1	-12	-2	6	4	3	-2.6	0.97	3
CC(NCCC1(Cc2ccccc2Cl)CCOC(C)(C)C1)c1cccs1 (configuration not stated)	-2	3	0	19	-1	0.5	1.2	1
CC(C)(C)NC(=O)NC(=O)COC(=O)Cc1c(F)cccc1Cl	6	0	0	3	1	2.0	1	1
CCNS(=O)(=O)c1ccc(CCC(=O)NCc2ccccc2)cc1	-4	0	-1	9	-28	-0.1	1.1	1
CCCN(CC(=O)NC(=O)NC1CCCCC1)CC(=O)Nc1cc(Cl)ccc1Cl	-8	-11	25	9	2	-2.0	1.3	0
O=C(O)CC(CC(=O)Nc1ccc(-n2ccc(C(F)(F)F)n2)cc1)c1ccccc1 (configuration not stated)	-10	-1	1	5	1	4.2	0.9	-1
CC(C)C[C@H](NC(=O)N1CCn2c1nc1ccccc12)C(=O)NCCc1ccccc1	-5	3	8	9	-8	0.1	0.97	1
CC1CCCCC1NC(=O)CSc1nnnn1-c1ccccc1 (configuration not stated)	-8	-1	5	10	-20	2.4	0.91	3
COc1ccc(C)c2sc(=NC(=O)c3ccc(C(C)=O)cc3)n(C)c12	-2	2	1	-305	89*	1.3	0.99	-15
COc1cccc(-n2c(SCC(=O)Nc3cc(C)on3)nc3ccccc3c2=O)c1	1	-1	7	11	7	0.5	1	0
O=C(NNC(=O)c1cccc2ccccc12)c1ccccc1O	-4	0	-36	-13	2	-1.1	1.7	-1
Cc1ccc(-c2cc(Cc3ccncc3)c(=O)[nH]n2)cc1	-10	-2	2	-1	1	2.1	0.9	-1
COc1ccccc1CN(Cc1cc2cc(C)cc(C)c2[nH]c1=O)Cc1nnnn1CC1CCCO1 (configuration not stated)	-33	/	-5	-60	-14	0.1	1.2	-6
O=C(C1=C[C@@H](c2csc3ccccc23)C[C@@H](OCCCCO)O1)N1CCN(Cc2ccc3c(c2)OCO3)CC1	-16	-1	-1	3	-11	1.4	1.1	-4
Cc1cc(N)n2nc(-c3ccccc3)cc2n1	-2	-22	10	-148	/	0.1	/	-1
O=C(CCC(=O)c1cccs1)c1cccs1	17	2	-6	4	7	-0.8	1.2	1
Cc1[nH]nc(Nc2ccc(Br)cc2)c1[N+](=O)[O-]	11	-2	15	34	4	57*	0.96	0
Cc1cc(-c2n[nH]c(=S)n2-c2ccccc2C)cs1	11	3	34	-12	-10	3.6	0.93	5
CCOc1ccc(C(=O)N2CCN(c3cccc(Cl)c3)CC2)cc1	-14	-1	11	1	-14	-0.1	1.1	3
O=C(CCCC(=O)NC1CCCCC1)Nc1ccc([N+](=O)[O-])cc1	2	2	6	23	-11	0.5	1.1	0

Record cards, from the list above.
Listed for `CCOc1ccc(C(=O)N2CCN(c3cccc(Cl)c3)CC2)cc1` : ATG4B inhibitor = -14; GRIN3A LBD mod = -1; PfG6PD inh = 11; SENP8 inh = 1; SENP6 inh = -14; MPTP block = -0.1; hIAP activ = 1.1; SENP1 FRET inh = 3
Listed for `CCCN(CC(=O)NC(=O)NC1CCCCC1)CC(=O)Nc1cc(Cl)ccc1Cl` : ATG4B inhibitor = -8; GRIN3A LBD mod = -11; PfG6PD inh = 25; SENP8 inh = 9; SENP6 inh = 2; MPTP block = -2.0; hIAP activ = 1.3; SENP1 FRET inh = 0

The results go on.
SMILES	ATG4B inhibitor	GRIN3A LBD mod	PfG6PD inh	SENP8 inh	SENP6 inh	MPTP block	hIAP activ	SENP1 FRET inh
CCCCCn1c(CN2CCN(CCO)CC2)nc2c1c(=O)n(C)c(=O)n2C	-1	-2	-17	9	-10	-2.1	1.1	-60
O=C(CNC(=O)c1cccs1)c1ccc(F)cc1	3	2	0	15	-13	0.6	0.91	-1
C/C(=N\N=C\c1ccccc1F)c1nnn(-c2nonc2N)c1C	-7	25*	-4	22	4	1.9	0.76	1
COc1ccc(CCN2C(=O)CC(NCCc3ccc(S(N)(=O)=O)cc3)C2=O)cc1OC (configuration not stated)	-4	2	-9	40*	-2	-2.6	1.1	1
COc1cc(NC(=O)c2ccc(NC3=NC4CS(=O)(=O)CC4S3)cc2)cc(OC)c1OC (configuration not stated)	-14	-26	-4	2	-25	-0.2	0.88	4
Nc1cc(N)nc(SCCN2CCCCC2)n1	-8	5	-12	23	-1	-0.2	1.1	-2
Cn1cc(CCCC(=O)NCc2ccccc2)c2ccccc21	-7	0	-1	11	-27	1.5	1.1	-1
O=C(O)c1cccc(Oc2cccc(Cl)n2)c1	7	0	-10	1	4	0.2	0.91	2
CC1CN(C(=O)COC(=O)CSc2ccc([N+](=O)[O-])cc2)CC(C)O1 (configuration not stated)	-3	2	60*	2	-5	-3.8	1.1	5
S=c1[nH]nc(-c2ccncc2)n1/N=C/C=C/c1ccco1	-4	0	24	15	-9	1.0	0.84	-2
CCCCC[C@@H]1C=C(C(=O)O)[C@H](c2cccc(C)c2)N1S(=O)(=O)c1ccc(C)cc1	6	-1	-25	14	-21	1.5	1	-1
CC(=O)Nc1ccc(Nc2ccc(N3C(=O)CCCC3=O)cc2[N+](=O)[O-])cc1	3	0	3	19	0	0.3	0.88	2
CCc1ccc(C(C)NC(=O)c2cc(C)oc2C)cc1 (configuration not stated)	-7	0	7	1	-10	-1.1	0.93	-11
COc1ccc(-c2c3c(nc4sc5c(Cl)nc(C)nc5c24)CCC3)cc1	-9	0	-9	-15	15	-5.7	0.88	-14
CC(C)(C)NC(=S)N/N=C/c1cc(Br)c(O)c(Br)c1	19	-3	-14	-429	-7	10	0.95	-28
O=C(NCc1ccccn1)c1nc(-c2ccc(C(F)(F)F)cc2)no1	-8	1	-6	7	-9	0.7	1	1
CCOC(=O)COc1c(Br)cc(/C=C2\SC(=O)N(CC(=O)N3CCCC3)C2=O)cc1OC	-2	1	3	-20	10	0.3	0.98	0
Cc1ccc(C)c(NC(=S)Nc2cccc3cnccc23)c1	1	-3	101*	-95	79*	0.7	0.86	-6
Cc1ccc(C(=O)N/C(=C\c2ccc(Cl)cc2)C(=O)NCC2CCCO2)cc1 (configuration not stated)	-16	-1	-5	13	8	-1.3	1.2	-1
Cc1ccnn1-c1ccc(C(=O)NCc2ccccc2CN2CCOCC2)cc1	-11	2	3	7	-14	-1.5	0.91	0
COc1ccccc1NC1C=CS(=O)(=O)C1 (configuration not stated)	1	-1	4	18	8	0.4	0.9	0
Cc1nc(NC(=O)COC(=O)C(NC(=O)c2ccco2)C(C)C)c(Cl)cc1Cl (configuration not stated)	-11	1	3	22	-19	-0.7	1.1	-2
COc1ccc(OC)c(NC(=O)c2cc(S(=O)(=O)N3CCCC3)cn2C)c1	-16	-1	-18	-8	-8	-1.7	1	0
Cn1c(C(=O)N2CCC(C(=O)NCc3ccccc3)CC2)cc2sccc21	-4	-2	-3	5	-3	-0.6	1.3	-2
CCOC(=O)C1CCN(C(c2cccc(OC)c2)c2sc3nc(C)nn3c2O)CC1 (configuration not stated)	0	-4	-3	-1	-18	-1.2	1.1	1
COc1ccc(CCNC(=O)C/C(C)=N/NC(=O)c2ccc(Cl)cc2Cl)cc1OC	0	-2	-12	4	5	3.3	1	0
CCOC(=O)C1=C(CBr)NC(=O)NC1C (configuration not stated)	-9	1	3	-5	6	0.6	1.1	-4
CCN(Cc1ccccc1)C(=O)c1cc(S(=O)(=O)N2CCOCC2)cn1C	-12	-3	-20	7	-20	-0.1	1.1	-1
CCN(CC)CCN(C(=O)c1cc2c(ccc3ccccc32)oc1=O)c1nc2cc3c(cc2s1)OCCO3	0	1	3	-392	-13	1.8	1.2	-35
CCOC(=O)C1=C(O)CSC1=Nc1ccccc1	6	-1	-4	19	6	-5.6	0.9	-3
C=COCCNC(=O)C(=O)NCC(C)C	-9	0	2	25	0	-0.5	1	-1
Cn1c(Sc2ccc(Cl)cc2)c(C=O)c2ccccc21	9	-4	-13	11	-6	-0.7	0.98	-1
COC(=O)C1N[C@@H]([C@@H](NC(=O)COc2ccccc2)C(=O)NC2CC2)SC1(C)C (some centres not stated)	-3	-3	13	9	0	2.4	0.92	1
COc1ccc2cc(-c3ccccc3)c(=O)oc2c1	2	-1	-7	-365	92*	-1.4	1.2	-2
O=C(NCCCN1CCCC1=O)c1sc2ccccc2c1Cl	0	-2	10	7	-8	-1.0	1.2	0
CC(C)(C)C1=C[C@@H](CO)C[C@@H](CO)C1	-6	-1	-6	10	-1	-0.1	0.99	0
CCN(CC)C(=O)Cn1cc(S(=O)(=O)CC(=O)NCc2ccccc2)c2ccccc21	5	1	3	15	-4	1.6	1	3
CCc1cc(N2CCOCC2)cc2c1[nH]c1ccccc12	2	0	67*	-348	48	0.0	1.1	-6
Cn1c(NC(=O)c2cccs2)c(-c2cccs2)c(=O)c2ccccc21	-5	1	-13	-13	-7	2.0	1.2	-47
Cn1c(=O)n(CCCO)c(=O)c2c1nc1n2CCCN1Cc1ccccc1	1	0	-8	4	-6	-1.5	1.1	1
COc1ccc(C(OC(=O)c2ccco2)C(=O)NC2CCCCC2)cc1 (configuration not stated)	7	-1	0	0	-1	0.5	0.93	0
CC1=C(C(N)=O)C(c2ccccn2)n2nc(-c3ccccc3Cl)nc2N1 (configuration not stated)	1	2	0	3	/	-0.9	/	-3
CC(=O)Oc1c(Cl)cc(N(C(C)=O)S(=O)(=O)c2ccccc2)c2ccccc12	8	-1	17	10	9	2.9	1	0
CCN(Cc1ccccc1)C(=O)CN1C(=O)c2ccccc2C1=O	4	-7	-17	12	-5	-0.4	1.2	2
Cc1ccc(S(=O)(=O)N2C[C@]3(O)C[C@@H]4C(=O)N(c5ccccc5)C(=O)[C@@H]4C[C@]3(OC(=O)NCC3CCCCC3)C2)cc1	/	/	-12	-4	/	0.8	/	0
CCOc1ccc(CO[C@@H]2O[C@H](CO)[C@@H](O)[C@H](O)[C@H]2NC(C)=O)cc1OC	4	-19	-3	12	-12	-1.8	0.93	3
CN(C(=O)COC(=O)c1ccccc1SCC(=O)N1CCCC1)c1ccccc1	1	1	-16	0	-3	-1.9	0.92	1
O=C(/C=C/c1ccc(F)cc1)NC(=S)NC1CCCCC1	1	-2	-2	19	-6	-1.9	0.82	1
COc1cc(-c2ccc(Nc3ccccc3C(=O)O)c(OC)c2)ccc1Nc1ccccc1C(=O)O	33	38*	1	30	74*	1.5	0.91	-4
COc1ccc2oc(C(=O)OCC(=O)NC(=O)c3ccccc3)c(C)c2c1	1	1	2	-275	0	0.4	1	-5
Cc1ccc(S(=O)(=O)C2C(=O)NC3(C)CC2c2ccccc2O3)cc1 (configuration not stated)	-4	-2	45	5	-13	0.4	0.93	3
CCOc1ccc(NC(=O)CN2CCN(CC(=O)Nc3ccc(Cl)c(C(F)(F)F)c3)CC2)cc1	1	4	16	17	-3	0.0	0.95	-1
CC1CCCC(NC(=O)COC(=O)c2ccc([N+](=O)[O-])o2)C1C (configuration not stated)	-1	-1	23	34	7	0.6	1	-8
CNc1ccc(OC)cc1-n1cnc(-c2ccc([N+](=O)[O-])cc2)c1	-7	-1	3	26	4	1.1	1.2	2
COc1cc(S(=O)(=O)NCc2ccc(F)cc2)ccc1-n1cnnn1	-6	1	1	7	-7	0.0	0.87	1

A section taken from the entries so far, as a working copy:
SMILES	ATG4B inhibitor	GRIN3A LBD mod	PfG6PD inh	SENP8 inh	SENP6 inh	MPTP block	hIAP activ	SENP1 FRET inh
COc1ccc(C(OC(=O)c2ccco2)C(=O)NC2CCCCC2)cc1 (configuration not stated)	7	-1	0	0	-1	0.5	0.93	0
CC1=C(C(N)=O)C(c2ccccn2)n2nc(-c3ccccc3Cl)nc2N1 (configuration not stated)	1	2	0	3	/	-0.9	/	-3
CC(=O)Oc1c(Cl)cc(N(C(C)=O)S(=O)(=O)c2ccccc2)c2ccccc12	8	-1	17	10	9	2.9	1	0
CCN(Cc1ccccc1)C(=O)CN1C(=O)c2ccccc2C1=O	4	-7	-17	12	-5	-0.4	1.2	2

Screening data from PubChem BioAssay.
